Screening results as filed in PubChem.
LYPLA1 inh = counter-screen for PME1 inhibitors: inhibitors of human LYPLA1. O75608. recombinant LYPLA1, FP-Rh probe fluorescence polarization. inhibition, % at 5.9 µM. actives 0.16% (n = 320,000);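 active means inhibition above the mean of all tested compounds plus 3 SD, set per campaign, cut at about 14% in these data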;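 further: inhibitors block serine hydrolase probe labeling of LYPLA1 so polarization falls; 0% = enzyme with DMSO and 100% = wells lacking LYPLA1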
PME-1 primary = PME-1 (human) inhibition; recombinant PME-1, FP-Rh probe fluorescence polarization; Q9Y570; inhibition, % at 5.9 µM; actives 0.53% (n = 320,000); AID 2130;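 active means inhibition above the campaign mean of all compounds plus 3 SD, cut at about 26% in these data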;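 further: competitive labeling of PME-1 active site by serine hydrolase directed probe; 0% = PME-1 with DMSO and 100% = wells lacking PME-1 enzyme; inhibitors block probe labeling so polarization falls and inhibition rises; many of its hits are not listed in these tables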
PAD4 inh = PAD4 (human) enzyme inhibition; inhibition, % at 6.36 µM; actives 0.41% (n = 330,000); recombinant PAD4, RCA probe fluorescence polarization;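 active means percent inhibition above a cutoff equal to the mean of all tested compounds plus 3 SD, cut at about 15% in these data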;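 further: 0% = PAD4 with RCA probe and DMSO and 100% = probe without PAD4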
Target sequence (Q9UM07 whole entry, looked up): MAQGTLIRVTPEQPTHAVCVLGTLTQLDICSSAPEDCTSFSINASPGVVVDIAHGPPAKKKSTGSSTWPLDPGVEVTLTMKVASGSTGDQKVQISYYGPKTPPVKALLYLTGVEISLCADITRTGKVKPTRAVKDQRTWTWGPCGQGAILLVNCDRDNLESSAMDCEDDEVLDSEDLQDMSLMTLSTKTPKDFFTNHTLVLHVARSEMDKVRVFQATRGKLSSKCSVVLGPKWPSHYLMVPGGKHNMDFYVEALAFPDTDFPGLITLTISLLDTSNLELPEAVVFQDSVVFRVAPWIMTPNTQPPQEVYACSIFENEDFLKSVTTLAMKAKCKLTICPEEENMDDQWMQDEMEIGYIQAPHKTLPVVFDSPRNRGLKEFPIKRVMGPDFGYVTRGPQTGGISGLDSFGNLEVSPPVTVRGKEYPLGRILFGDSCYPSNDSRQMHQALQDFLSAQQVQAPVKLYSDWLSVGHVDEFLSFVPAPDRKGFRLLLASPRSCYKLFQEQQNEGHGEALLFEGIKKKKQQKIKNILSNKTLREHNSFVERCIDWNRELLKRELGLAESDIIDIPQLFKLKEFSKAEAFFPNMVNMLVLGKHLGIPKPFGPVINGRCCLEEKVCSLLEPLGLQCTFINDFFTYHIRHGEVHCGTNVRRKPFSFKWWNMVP
PAFAH1B2 inh = blocks human PAF acetylhydrolase 1b catalytic subunit 2. P68402. recombinant PAFAH1B2, FP-rhodamine activity probe, fluorescence polarization. inhibition, % at 3.39 µM. actives 1.2% (n = 340,000);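 active means inhibition above the mean of all tested compounds plus 3 SD, cut at about 24% in these data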;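 further: 0% = enzyme with DMSO and 100% = wells lacking PAFAH1B2; many of its hits are not listed in these tables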
PAFAH2 FP inh = PAFAH2 (human) inhibition; recombinant PAFAH2, FP-rhodamine activity probe, fluorescence polarization; inhibition, % at 3.39 µM; actives 0.99% (n = 340,000);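 active means inhibition above the mean over all tested compounds plus 3 SD, cut at about 30% in these data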;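 further: inhibitors block probe labeling of enzyme so polarization drops; 0% = enzyme with DMSO and 100% = wells lacking PAFAH2 protein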
PAFAH1B3 FP inh = inhibitors of human PAFAH1B3; Q15102; recombinant PAFAH1B3, FP-rhodamine probe, fluorescence polarization; inhibition, % at 3.39 µM; actives 0.28% (n = 340,000); AID 492972;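 active means inhibition above the screen-wide average of all tested compounds plus 3 SD, cut at about 25% in these data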;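 further: 0% = enzyme with DMSO only and 100% = wells lacking PAFAH1B3 protein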
pPAFAH FP inh = inhibitors of human plasma PAF acetylhydrolase (pPAFAH). AID 463082. recombinant pPAFAH, FP-rhodamine probe fluorescence polarization. actives 1.5% (n = 330,000). inhibition, % at 3.39 µM;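 active means inhibition above the mean inhibition across the screen plus 3 SD, cut at about 25% in these data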;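 further: inhibitors block binding of the rhodamine activity-based probe so polarization drops; 0% = enzyme with DMSO and 100% = wells lacking pPAFAH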
GSTO1 inh = counter-screen for RBBP9 inhibitors: inhibitors of human GSTO1; inhibition, % at 5.96 µM; recombinant GSTO1, activity-based probe fluorescence polarization; actives 1.1% (n = 300,000); AID 1974;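 active means inhibition above the campaign mean inhibition plus 3 SD, cut at about 35% in these data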;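 further: 0% = GSTO1-1 with DMSO and 100% = wells lacking GSTO1-1 enzyme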
Target sequence (P78417 whole entry, looked up): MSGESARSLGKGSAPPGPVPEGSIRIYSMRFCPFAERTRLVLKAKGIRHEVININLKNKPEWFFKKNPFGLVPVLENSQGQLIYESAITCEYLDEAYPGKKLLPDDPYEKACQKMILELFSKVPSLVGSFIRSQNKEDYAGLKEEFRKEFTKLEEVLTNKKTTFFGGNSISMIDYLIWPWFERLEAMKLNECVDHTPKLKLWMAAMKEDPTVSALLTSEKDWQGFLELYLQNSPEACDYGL
Fam108B inh = blocks mouse Fam108B hydrolase in RBBP9 counter-screen; recombinant Fam108B, FP-Rh probe fluorescence polarization; inhibition, % at 9.51 µM; actives 0.33% (n = 300,000);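 active means inhibition above the screen mean inhibition plus 3 SD, computed separately per campaign, cut at about 18% in these data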;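 further: inhibitors lower polarization as less probe binds the enzyme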
The depositor's hits bear a star; / = no result given. Only part of the results is shown; count on the stated rates, not on these rows.

SMILES | LYPLA1 inh | PME-1 primary | PAD4 inh | PAFAH1B2 inh | PAFAH2 FP inh | PAFAH1B3 FP inh | pPAFAH FP inh | GSTO1 inh | Fam108B inh
O=C(N/N=C/c1ccc(F)cc1)c1ccccc1 | 0 | -5 | -2 | 8 | 4 | 8 | -6 | 4 | 0
O=C(CN1CCOCC1)N/N=C/c1ccc(C(=O)O)cc1 | -1 | -4 | -1 | -3 | -4 | 8 | 0 | 2 | -2
O=C(N[C@@H](Cc1ccccc1)C(=O)OCc1ccccc1)c1nc[nH]c1C(=O)NC(c1ccccc1)c1ccccc1 | -10 | -21 | -4 | -9 | -8 | -14 | -7 | -15 | -13
OCc1ccccc1N=c1ssnc1Cl | -1 | -3 | 0 | / | / | / | 4 | 2 | 1
CCOc1ccccc1NC(=O)Cn1nnc(C(=O)Nc2ccc(C)cc2)c1N | 1 | -5 | -2 | 4 | -8 | 4 | 13 | -2 | 1
CCOC(=O)Cn1c2c(c(-c3ccccc3OC)cc1=O)CCCC2 | 0 | 1 | 0 | -5 | 7 | 4 | 12 | 6 | -4
O=C(Cc1cccc(C(F)(F)F)c1)Nc1ccccc1N1CCCC1 | 3 | 4 | 0 | 3 | -5 | -4 | 12 | -2 | 0
Cc1cc(NC(=O)CCC(=O)N(Cc2ccco2)C(C(=O)NC2CCCC2)c2ccccc2C)no1 (centres undefined) | -2 | 1 | 4 | 2 | -1 | 6 | -1 | -4 | 5
CCOc1ccc(OCC(=O)N(CCC2=CCCCC2)c2c(N)n(Cc3ccccc3)c(=O)[nH]c2=O)cc1 | -2 | -3 | -5 | 4 | 0 | 0 | 10 | 9 | 0
O=C(CSc1n[nH]c(-c2ccncc2)n1)c1ccccc1 | 1 | -4 | -4 | -2 | -1 | 4 | 1 | 4 | -6
CC1CN(C(=O)Cn2c(=O)oc3ccccc32)CC(C)O1 (centres undefined) | -4 | 2 | 1 | 7 | 7 | -1 | 7 | 3 | -2
Clc1ccccc1/C=N/NC1=Nc2cccc3cccc1c23 | -1 | -9 | -12 | 2 | -6 | -1 | -4 | 1 | -3
CNc1nc(C)c(C(=O)OCC(=O)OC)s1 | 4 | 8 | 1 | 7 | 1 | -1 | 3 | 6 | -1
CC(C)(C)NC(=O)c1sccc1C(=O)O | 0 | 0 | -8 | 7 | 4 | 1 | 2 | -4 | -1
Cn1cccc1C(=O)NCC(c1ccco1)N1CCCCC1 (centres undefined) | 2 | -5 | -9 | -1 | -2 | -2 | -4 | -2 | -6
CC(C)Oc1cc(O)c2c(=O)c(-c3ccc(O)cc3)coc2c1 | 0 | 2 | 0 | 6 | -2 | 8 | -4 | -2 | -1
O=C(Nc1ccccn1)c1ccc(Cl)c([N+](=O)[O-])c1 | -3 | 2 | -4 | / | / | / | 0 | 0 | 1
CC[C@@H](C)C(C(=O)N1CCN(C(=O)OC(C)(C)C)CC1)n1cc(-c2cn([C@@H](C)C(=O)N3CCN(C(=O)OC(C)(C)C)CC3)nn2)nn1 (some centres undefined) | 0 | 5 | 4 | 1 | 6 | -3 | 4 | 2 | -1
COc1ccc(-c2cc(C(F)(F)F)n3nc(C(=O)N4CCOCC4)c(Cl)c3n2)cc1 | 0 | 1 | -5 | 5 | 1 | 12 | 1 | 0 | -1
O=C(OCC(=O)N1CCc2ccccc21)[C@@H]1CC(O)CN1S(=O)(=O)c1ccc(Cl)cc1 (some centres undefined) | / | / | -1 | 5 | 6 | 0 | 3 | / | /
COC(=O)c1[nH]c2cccc(OC)c2c1NC(=O)CCN1CC(C)CC(C)C1 (centres undefined) | -1 | -4 | 3 | 6 | -1 | 2 | 5 | 2 | -1
O=C1CC(NS(=O)(=O)c2cc(F)ccc2F)CN1c1ccc2c(c1)OCCO2 (centres undefined) | -2 | 0 | -1 | -1 | 4 | -2 | 2 | 3 | 4
N#Cc1ccccc1NC(=S)NC(=O)c1cccs1 | -3 | 1 | 1 | 5 | 7 | 6 | 1 | 5 | 3
O=C(CC(c1ccccc1)c1ccccc1)NCC(O)c1ccc([N+](=O)[O-])cc1 (centres undefined) | -2 | 1 | -2 | -5 | 4 | -5 | 6 | -2 | 2
COCCCNC(=S)NNC(=O)c1cccnc1 | -1 | -9 | 2 | 5 | 1 | 7 | 5 | -9 | -3
COC(=O)C1CCN(C(=O)Cn2nnc(-c3cccc(F)c3)n2)CC1 | 0 | -2 | 3 | 1 | 3 | 2 | 0 | 3 | -1
COc1cc(NC(=O)COc2cc(C)cc3oc(=O)c(C)c(C)c23)cc(OC)c1OC | -2 | 2 | 1 | 0 | -2 | 3 | 8 | 2 | 0
Cc1ccc(Nc2ncnc3c2cnn3C)c(C)c1 | -2 | -4 | -4 | 8 | -2 | 7 | 3 | 4 | -4
COc1cccc(NC(=O)Nc2nnc(-c3ccccc3SCc3ccccc3)s2)c1 | -5 | -6 | -3 | -7 | -15 | -5 | -2 | -11 | -13
O=C(NC(=S)Nc1ccccc1Br)c1cccnc1 | 1 | 1 | 2 | 5 | -3 | 11 | 2 | 1 | -3
CN(C(=O)COC(=O)COc1ccc2c(c1)CCC2)c1c(N)n(Cc2ccccc2)c(=O)[nH]c1=O | 3 | -3 | -5 | 0 | 4 | 10 | 11 | 4 | 1
Cc1ccn2c(CNCC3OCCc4ccccc43)c(C(=O)N3CCCCCC3)nc2c1 (centres undefined) | 0 | -1 | -2 | 2 | 6 | 4 | 8 | 8 | -2
O=C(Nc1nccs1)c1cccc2ccccc12 | -1 | -1 | -3 | 0 | 5 | -3 | 10 | -9 | -1
CC(=O)c1sc(NC(=O)c2ccc(F)c(F)c2)nc1C | -3 | -10 | 1 | 3 | 2 | 4 | -3 | -9 | -3
CC(C)CC(C(=O)OCC(=O)Nc1cccc(Cl)c1)N1C(=O)C2CC=CCC2C1=O (centres undefined) | -1 | -1 | -8 | -2 | 19 | -12 | -4 | 6 | -3
CC1=Nn2c(nnc2-c2ccccc2F)SC1 | -1 | 2 | -5 | -1 | -19 | 1 | 3 | -2 | 0
CCCCSc1nc(N)c(NC(=O)c2ccco2)c(=O)[nH]1 | 1 | 0 | -4 | 3 | 6 | 0 | -1 | 0 | -5
Cc1ccc(S(=O)(=O)N2CCC(C)CC2)cc1C(=O)NCCN1CCOCC1 | 0 | 1 | -3 | 6 | -3 | 1 | 4 | 8 | -2
Cc1ccc2c(CC(=O)Nc3c(C)n(C)n(-c4ccccc4)c3=O)coc2c1 | 2 | -3 | 1 | 0 | 1 | -7 | -5 | 2 | -1
COc1cc(SC)ccc1C(=O)Nc1ccc(S(=O)(=O)N2CCCC2)cc1 | 1 | -1 | 0 | 6 | -1 | 0 | 3 | 5 | -5
CCOc1ccc(NS(=O)(=O)c2ccc(C(=O)NCC3(N(C)C)CCCCC3)cc2)cc1 | 2 | 4 | -13 | 4 | 0 | 3 | 52* | 22 | -3
Cc1cc(C)c(NN=c2c(=O)c3ccccc3c2=O)c(C)c1 | 2 | -1 | -10 | -3 | 2 | -6 | -8 | -8 | -1
COc1cc(OC)cc(-c2n[nH]c(=S)n2-c2ccc3c(c2)OCO3)c1 | -1 | 1 | 3 | 4 | 3 | 12 | 0 | 1 | -1
COc1ccc(C(=O)NCC(=O)N=Nc2c(O)n(Cc3ccccc3)c3ccccc23)cc1OC | -1 | -19 | 2 | 5 | -2 | 5 | 3 | 5 | -2
Cc1n[nH]c(C)c1S(=O)(=O)N1CCN(S(=O)(=O)c2ccccc2C#N)CC1 | 0 | 4 | -2 | -6 | -3 | 3 | 5 | / | /
COc1ccc(OC)c(S(N)(=O)=O)c1 | -1 | -1 | -7 | 0 | 4 | 6 | 4 | -11 | 3
O=C(Nc1nnc(-c2ccco2)s1)c1ccccc1 | -3 | 0 | 3 | 0 | 4 | 12 | 3 | -23 | -2
COc1cc(/C=N/n2c(-c3n[nH]c4c3CCC4)n[nH]c2=S)cc(OC)c1O | 0 | 5 | 5 | 5 | -2 | 4 | 1 | 1 | -1
C/C(Cl)=C\Cn1c(Nc2ccc(C)cc2)nc2c1c(=O)n(C)c(=O)n2C | 1 | 4 | 1 | 2 | 0 | 1 | 6 | 5 | 0
CCOc1ccc(CCNC(=O)c2cccc(N3CCCC3=O)c2)cc1OCC | -1 | 3 | 0 | 2 | 0 | 2 | -6 | 7 | 2
CCOC(=O)C1CCN(S(=O)(=O)c2ccc(Cl)s2)CC1 | 3 | -4 | -1 | 5 | -1 | 7 | 5 | 1 | 1
CN1CCN(C(=O)CC2C(=O)NCCN2Cc2ccc(-c3ccccc3)cc2)CC1 (centres undefined) | 2 | -4 | 1 | 3 | -4 | -1 | 3 | 5 | -3
CCN(CC)C(=O)Cc1ccccc1 | 2 | -5 | 0 | 2 | 4 | 6 | -2 | 4 | 2

By substructure: those above containing a furan ring, fused or not
SMILES | LYPLA1 inh | PME-1 primary | PAD4 inh | PAFAH1B2 inh | PAFAH2 FP inh | PAFAH1B3 FP inh | pPAFAH FP inh | GSTO1 inh | Fam108B inh
Cc1cc(NC(=O)CCC(=O)N(Cc2ccco2)C(C(=O)NC2CCCC2)c2ccccc2C)no1 (centres undefined) | -2 | 1 | 4 | 2 | -1 | 6 | -1 | -4 | 5
Cn1cccc1C(=O)NCC(c1ccco1)N1CCCCC1 (centres undefined) | 2 | -5 | -9 | -1 | -2 | -2 | -4 | -2 | -6
CCCCSc1nc(N)c(NC(=O)c2ccco2)c(=O)[nH]1 | 1 | 0 | -4 | 3 | 6 | 0 | -1 | 0 | -5
Cc1ccc2c(CC(=O)Nc3c(C)n(C)n(-c4ccccc4)c3=O)coc2c1 | 2 | -3 | 1 | 0 | 1 | -7 | -5 | 2 | -1
O=C(Nc1nnc(-c2ccco2)s1)c1ccccc1 | -3 | 0 | 3 | 0 | 4 | 12 | 3 | -23 | -2
